Source: PubChem
EBV gp42 block: Epstein-Barr virus gp42 inhibitors, primary screen, biochemical, uHTS, fluorescence polarization; Glycoprotein 42 (Epstein-Barr virus (strain AG876)), Q1HVG2; Fluorescence polarization binding assay, mP read-out; inhibition, % (tested at 21.74 µM); hit rate 0.42% among 220,000; AID 1085, 2008; in the data active means inhibition above about 50%
Target sequence (Q1HVG2 whole entry, looked up): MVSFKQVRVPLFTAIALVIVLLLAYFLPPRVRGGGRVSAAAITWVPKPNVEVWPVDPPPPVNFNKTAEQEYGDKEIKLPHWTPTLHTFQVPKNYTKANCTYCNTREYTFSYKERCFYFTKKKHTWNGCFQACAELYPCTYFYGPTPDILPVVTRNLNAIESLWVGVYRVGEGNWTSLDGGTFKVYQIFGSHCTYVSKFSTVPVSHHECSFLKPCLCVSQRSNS
TbHK1 inh: Trypanosoma brucei hexokinase 1 inhibitors, primary screen, biochemical, G6PDH-coupled NADH absorbance, MLSCN library | hexokinase 1 [Trypanosoma brucei] | recombinant TbHK1, G6PDH-coupled NADH A340 | inhibition, % at 10 µM | hit rate 0.11% among 220,000 | AID 1430, 2008;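 active means inhibition of 50% or more in the single-dose primary screen; inactive means inhibition below 50%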
Runt-CBFb FRET: inhibitors of RUNX1 Runt–CBFb binding, primary screen, biochemical, FRET, Cerulean-Runt, Venus-CBFb, uHTS; Runt-related transcription factor 1 (Homo sapiens) + Core-binding factor subunit beta …; Cerulean-Runt/Venus-CBFb FRET ratio 530/480, 1 h; inhibition, % at 20 µM; hit rate 0.46% among 220,000; AID 1496, 2009;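 active means inhibition over about 50% at 20 µM in the single-dose screen, limit read from the data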;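 further: 0% = DMSO wells and 100% = excess unlabeled CBFb competitor control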
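Reagent – Venus-CBFb binding partner, 100 nM · Assay system – Cerulean-tagged RUNX1 Runt domain (FRET donor) fusion protein · Input – 100 nM per protein · Incubation – two 1 h room-temperature incubations shielded from light · Measured by – FRET fluorescence · Medium – Tris buffer pH 7.5 with salts and BSA · Benchmarks – unlabeled CBFb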
Mdm2 ligase inh: MDM2-luciferase reporter signal enhancers, primary screen, MDM2 E3 ligase inhibitor project, cell-based, luminescence, 1536-well. E3 ubiquitin-protein ligase Mdm2 (Homo sapiens), Q00987. cell-based MDM2 ubiquitination luciferase reporter, 2 h; 0 = plate control, 100 = twice control, blank-subtracted. signal enhancement, % at 5 µM. hit rate 0.11% among 210,000. AID 1230, 2008;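 active means signal enhancement of 30% or more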;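 further: luminescence tracks abundance of the self-degrading MDM2-luciferase fusion protein; higher signal means inhibition of MDM2 E3 ligase activity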
Target sequence (Q00987 whole entry, looked up, the tested form may be a part): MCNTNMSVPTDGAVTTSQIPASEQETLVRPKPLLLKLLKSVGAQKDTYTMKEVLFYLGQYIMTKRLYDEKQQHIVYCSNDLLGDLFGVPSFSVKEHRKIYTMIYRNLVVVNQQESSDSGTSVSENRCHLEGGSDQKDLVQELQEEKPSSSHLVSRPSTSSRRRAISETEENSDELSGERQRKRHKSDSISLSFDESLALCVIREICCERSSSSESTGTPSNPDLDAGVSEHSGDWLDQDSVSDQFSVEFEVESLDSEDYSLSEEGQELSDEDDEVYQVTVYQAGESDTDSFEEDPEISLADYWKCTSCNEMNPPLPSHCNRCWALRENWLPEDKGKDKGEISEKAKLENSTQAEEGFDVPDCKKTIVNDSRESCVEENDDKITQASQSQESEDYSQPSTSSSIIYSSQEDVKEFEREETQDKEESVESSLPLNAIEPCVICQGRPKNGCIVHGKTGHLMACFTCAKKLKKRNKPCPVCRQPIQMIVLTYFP
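Assay system: mammalian cells stably expressing self-ubiquitinating, self-degrading MDM2 E3–luciferase fusion. Quantity: 2000 cells in each well. Medium: DMEM culture medium. Compound dosing: single-point 5 µM. Timing: cell settling 4 h, compound treatment 2 h, both 37 °C. Technique: luciferase luminescence. Read-out basis: percent signal gain over controls, blank-subtracted. Benchmarks: plate controls and plate blanks.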
Runt-SMMHC FRET: inhibitors of RUNX1 Runt–CBFb-SMMHC binding, primary screen, biochemical, FRET, Cerulean-Runt, Venus-CBFb-SMMHC, uHTS; Cerulean-Runt/Venus-CBFb-SMMHC FRET ratio 530/480, 1 h; inhibition, % at 20 µM; hit rate 0.74% among 220,000; AID 1434, 2008;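 active means mean inhibition across duplicate retests at 20 µM reaching about 50%, limit read from the data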;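 further: 0% = DMSO wells and 100% = wells with excess untagged CBFb-SMMHC; inhibitors lower the FRET ratio by blocking Runt binding to CBFb-SMMHC; some results filed as inactive read as strong as hits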
L929 necroptosis: inhibitors of zVAD-triggered necroptosis, primary screen, L929 cells | L929 zVAD necroptosis rescue, ATP luminescence, 24 h; with zVAD 60 µM | viability rescue, % at 10 µM | hit rate 0.38% among 220,000;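 active means activation, scaled between plate controls, above about 75%, limit read from the data; inactive means activation under that limit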;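 further: 0% = zVAD with DMSO and 100% = DMSO alone without zVAD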
Hck-Nef inh: inhibitors of Nef-activated human Hck kinase, primary screen, biochemical, Z-Lyte FRET, 384-well, Hck-YEEI. Tyrosine-protein kinase HCK (Homo sapiens), P08631. hit rate 0.68% among 220,000. Recombinant Hck-YEEI plus Nef, Z-Lyte FRET kinase assay. AID 463187, 2010. inhibition, % at 20 µM;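 active means Hck-Nef kinase inhibition above about 50%, limit read from the data; inactive means inhibition below that limit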;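 further: 0% = DMSO with Hck plus Nef and 100% = Hck alone without Nef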
NCF1 inh: p47phox/p22phox peptide binding inhibitors, primary screen, biochemical, uHTS, NADPH oxidase regulatory subunit; fluorescence polarization, 2 h; inhibition, % at 24.7 µM; hit rate 0.53% among 220,000; AID 1274, 2008;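 active means inhibition above about 30%, limit read from the data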;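 further: 0% = p47phox with labelled peptide and 100% = labelled peptide alone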
Target sequence (P14598 whole entry, looked up): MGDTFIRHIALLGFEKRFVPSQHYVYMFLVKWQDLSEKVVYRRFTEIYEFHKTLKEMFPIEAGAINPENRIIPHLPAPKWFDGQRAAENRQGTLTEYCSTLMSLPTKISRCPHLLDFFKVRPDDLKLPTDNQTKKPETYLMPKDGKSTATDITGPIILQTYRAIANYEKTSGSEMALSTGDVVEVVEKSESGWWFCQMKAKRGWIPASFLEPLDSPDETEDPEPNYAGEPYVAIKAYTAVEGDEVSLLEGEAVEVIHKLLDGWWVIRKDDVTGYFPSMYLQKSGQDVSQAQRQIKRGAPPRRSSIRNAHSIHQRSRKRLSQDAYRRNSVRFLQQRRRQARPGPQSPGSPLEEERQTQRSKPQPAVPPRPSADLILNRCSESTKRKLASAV
14-3-3 Bad inh: inhibitors of 14-3-3 zeta/Bad binding, primary screen, biochemical, TR-FRET, bovine 14-3-3 zeta; 14-3-3 protein zeta/delta (Bos taurus), P63103; TR-FRET 14-3-3zeta/Dy647-pBad peptide displacement, 1 h; inhibition, % at 21.7 µM; hit rate 0.71% among 220,000;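 active means inhibition above about 70%, limit read from the data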;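 further: 0% = full 14-3-3 plus peptide FRET controls and 100% = background without 14-3-3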
The depositor's hits bear a star; . = no result given; [ ] = dose if it differs, or a comment.

Each structure is followed by: 14-3-3 Bad inh, Mdm2 ligase inh, NCF1 inh, L929 necroptosis, Runt-SMMHC FRET, EBV gp42 block, Hck-Nef inh, Runt-CBFb FRET, TbHK1 inh
CC1=C(C(=O)NCc2ccccc2)C(c2ccccc2OCC(N)=O)NC(=O)N1 (stereo not given)
→ 6[fluorescence artefact?], -1, -24, 0.4, 2, -20, 1, 3, 3
Cc1oc2cc(O)ccc2c(=O)c1Oc1ccc2ccccc2c1
→ -12, -19, -4, 0.0, -6, -11, 4, 1, -9
COC(=O)c1cc(OC)c(OC)cc1NC(=O)c1ccc(C)o1
→ -3, -8, -6, 1.6, -7, -3, 1, 1, -23
COc1ccc(S(=O)(=O)NCCSCc2ccco2)cc1
→ -13, -26, -6, -0.2, -3, -9, 1, 3, 2
Cc1ccccc1NS(=O)(=O)c1ccc(C(=O)OCC(=O)NCC(C)C)cc1
→ -8, -15, -17, 0.8, -6, -3, -6, 0, -2
Fc1cccc(Cn2cc(C(=S)N3CCOCC3)c3ccccc32)c1
→ -2, ., -5, -0.9, 1, -4, 2, 1, 0
COc1cccc(CN(CC(=O)NC2CCCC2)C(=O)Cn2nnc(-c3cccs3)n2)c1
→ -9[fluorescence artefact?], 13, -18, 0.1, -2, 3, -2, 0, 3
COc1cccc(C(C(=O)NC2CCCC2)N(C(=O)c2ccco2)c2ccc(-n3cnnn3)c(C)c2)c1OC (stereo not given)
→ -1, 5, ., -0.3, 2, -1, 29, 0, -2
COc1ccc(NC(=O)Cn2ncc(Cl)c(Cl)c2=O)cc1S(=O)(=O)N1CCOCC1
→ 33[fluorescence artefact?], 3, 7, 47, -8, 61*, 13, -4, 2
CCCCc1c(C)nc2ccc(Br)cc2c1SC(N)N
→ 12, -4, 4, 4.6, 0, -13, 23, -3, -7
O=C(CCNc1ccc(F)cc1)c1cccc([N+](=O)[O-])c1
→ -1, 6, -9, -0.4, 3, -11, 1, 1, -1
COc1ccc(NS(=O)(=O)c2cnc[nH]2)cc1
→ -12, -20, -6, 3.2, 0, -7, 2, 0, 4
Cc1ccc(S(=O)(=O)Nc2nc(C)c(NC(=O)Nc3ccc(Cl)cc3Cl)s2)cc1
→ -7, -8, -22, -0.1, 1, -8, 4, 4, 6
O=C(COC(=O)c1cccnc1Cl)Nc1ccc2c(c1)OCCO2
→ -2, -4, 2, 2.7, 0, -31, 29, -2, -1
O=C(CSc1ncnc2c1nnn2-c1ccc(F)cc1)NCC1CCCO1 (stereo not given)
→ -5, -20, -6, 0.7, 0, -15, 1, 0, 22
CN(C)C(=O)CCN1CCOCC1
→ 3[fluorescence artefact?], -15, -1, 0.1, -1, -16, -2, 0, 3
CCc1cc(C(c2ccncc2)N2CCN(C)CC2)c(NC(=O)c2ccccc2)s1 (stereo not given)
→ -9, 4, -13, 0.2, -2, -19, 7, 1, -1
COC(=O)CNC(=O)c1cc(OC)cc(OC)c1
→ -7, -18, -1, 0.2, -4, -16, 21, 0, -6
COC(=O)c1ccc(CSc2n[nH]c(-c3ccccc3)n2)o1
→ -6, -8, -8, 1.0, -4, -12, -7, 1, 0
CCN(CC)S(=O)(=O)c1ccc(F)c(C(=O)NCCC(C)C)c1
→ 5[fluorescence artefact?], -2, -5, -0.1, 2, -15, 9, -5, 2
COc1ccccc1CNC(=O)CSc1nc(N)c(C#N)c(-c2cccs2)c1C#N
→ -8, -15, -12, -0.3, 1, -8, -3, ., 7
CCCc1cc(N2CCCC(C(=O)NCc3ccc4c(c3)OCO4)C2)n2ncnc2n1 (stereo not given)
→ -11, -9, 4, 1.8, -2, -3, -5, 0, 0
CCOCC(=O)Nc1nc2ccc(S(C)(=O)=O)cc2s1
→ -7, -2, -3, 0.1, -2, 6, 1, 2, 4
CCOC(=O)C1CCCN(C(=O)CSc2ccccc2)C1 (stereo not given)
→ 3, 12, -2, -0.1, 2, 1, 7, -1, 5
CN(C(=O)c1cccc(Nc2ccc(-c3ccc4c(c3)OCCO4)nn2)c1)C1CCCCC1
→ 1[fluorescence artefact?], -24, -72, ., -2, 2, -5, 0, -9
CSc1nc2n(n1)C(c1cccs1)C1=C(CCCC1=O)N2 (stereo not given)
→ 38, -10, ., -0.2, 16, -1, -7, 9, -17
CC(=NCC1CCCO1)c1c(O)[nH]c(=O)[nH]c1=O (stereo not given)
→ 4[fluorescence artefact?], 2, -5, 1.8, 1, -17, 9, -1, 31
Cc1ccnc(NC2(C(F)(F)F)N=C(c3ccccc3)NC2=O)c1 (stereo not given)
→ -5, -4, -10, -0.3, 2, -3, -1, -1, 2
O=C(O)c1ccc(S(=O)(=O)N2CCCCCC2)cc1
→ -8, -10, 9, -0.3, -1, -5, 2, 3, -3
Cc1onc(-c2ccccc2Cl)c1C(=O)N1CCOC12CCN(c1cccc(F)n1)CC2
→ -9, -7, -22, 0.5, 1, 4, -13, 6, -15
Cc1ccc(NC(=O)CSc2nnc(-c3cnccn3)n2Cc2ccco2)cc1C
→ -8, 5, -13, 0.0, 12, 10, 1, 24, -1
CCCCCc1c(C)nc(NCc2ccccc2)[nH]c1=O
→ 11, 4, 5, 4.2, -4, -16, -10, -2, 0
O=C(Nc1ccc(F)cc1)C(Sc1nc2ccccc2[nH]1)c1ccccc1 (stereo not given)
→ -13, -16, -14, 0.7, 3, -10, 4, 4, 1
Cc1oc(=O)c(NC(=O)c2cccc(Cl)c2)cc1C(=O)c1ccccc1
→ 7[fluorescence artefact?], -18, -10, 0.1, 14, -11, 2, 19, -15
O=C(CSc1ncnc2ccccc12)N1CCCC1
→ 2, -3, -13, -0.8, 1, -1, 4, 2, -11
N#Cc1c(SCc2ccccc2)sc(C(=O)c2ccccc2)c1N
→ 5, -13, -7, -0.1, 1, 1, -12, 7, 28
COC(=O)C1=C(C)N(C)C(C)=C(C(=O)OC)C1c1ccc(C(=O)OC)cc1
→ 0, -6, -10, -0.3, 2, -5, 3, -1, -7
O=C(CSc1nnc(-c2c[nH]c3ccccc23)o1)N(Cc1ccccc1)c1ccc(F)cc1
→ -3, 4, -9, 0.5, 1, -3, -1, -2, -4
O=C(NCc1ccc(C(F)(F)F)cc1)C1CC(c2cccc(F)c2)=NO1 (stereo not given)
→ -3, -12, 3, 0.8, -1, 1, 17, 1, -4
COc1ccc(CNC(=O)CCS(=O)(=O)Cc2cccc(Cl)c2)c(OC)c1
→ 3, -46, -7, 1.8, -1, -6, -19, 0, 7
Cc1ccc(NC(=O)COC(=O)[C@H](C)NC(=O)c2ccccc2)cc1S(=O)(=O)N1CCOCC1
→ 3, ., -3, -0.2, 0, -23, 21, 1, -11
Cc1ccc(C)c(SCc2noc(C(=O)NCC3CCCO3)c2C(=O)O)c1 (stereo not given)
→ 24, -6, -6, -0.1, 2, -16, 0, 0, -3
COc1ccc(CNC(=O)C(c2ccco2)N(Cc2ccccc2)C(=O)Cc2cccs2)cc1 (stereo not given)
→ -10, ., 4, -0.1, 2, -2, -1, -2, 4
O=C(NC1CC1)c1ccc(CS(=O)(=O)c2c(Cl)cccc2Cl)o1
→ -4, -8, -14, 0.2, -1, -2, 1, 2, 1
O=C1CC(c2ccco2)CC(O)=C1C=Nc1cc(Cl)ccc1O (stereo not given)
→ 2, -4, -20, -0.1, -115, -7, 2, 3, -2
COC(=O)C1=C(C)N(C(C)c2ccccc2)C(=O)/C1=C\c1ccco1 (stereo not given)
→ -22, 12, -8, 11, -1, 0, 26, -2, -5
O=C(Nc1ccc(-n2cnnn2)cc1)C1CCC1
→ ., -15, -4, 0.1, -1, 89*, 0, -2, 0
CCCCOC(=O)C1=C(C)Nc2ncnn2C1c1cccc(OC)c1 (stereo not given)
→ 3, -6, 5, -0.4, -4, -21, -1, -3, 1
COc1ccc(C(=O)OCC(=O)NCc2ccc3c(c2)OCO3)cc1[N+](=O)[O-]
→ 3[fluorescence artefact?], -17, -3, 0.3, 0, -20, 2, 2, 4
CCOc1cc(CNc2ncc(-c3ccc(OC)cc3)n2C)ccc1O
→ 68, -2, 2, 1.4, 2, -20, 0, 11, 8
Cc1ccc(SCCC(=O)N(C)C)cc1
→ 0[fluorescence artefact?], -5, -13, 0.2, 1, -13, 1, -2, 5
C/C=C(\C)CN1CCc2cc(OC)c(OC)cc2C1
→ 9[fluorescence artefact?], -9, -8, 0.7, 6, -8, 4, 3, 0
N#CCCN(CCC#N)c1nnc(-c2ccccc2)s1
→ 3, -8, 1, 0.5, -5, -6, 0, -2, -7
CCOc1ccc2c(c1)-c1c(ssc1=S)C(C)(C)N2C
→ -14, -17, -1, -0.8, -1, 3, -22, 8, 13
Cc1cc(NC(c2ccc(Cl)cc2)c2ccc3cccnc3c2O)no1 (stereo not given)
→ -8, -5, -18, 49, -2, -2, -1, 1, 3
Nc1nc2c(s1)CCCCCCCCCC2
→ -3, -9, -8, 0.7, 4, -9, 13, 0, 7
Cc1cccc(CC(=O)OCn2nnc3ccccc3c2=O)c1
→ 2[fluorescence artefact?], -13, -9, 1.0, 4, -9, -1, 2, -2
CCCCNS(=O)(=O)c1ccc2nc(SCC(=O)c3ccc(C#N)cc3)[nH]c2c1
→ -11, -6, -26, 2.0, 11, -5, 2, 10, 0
Cc1cc(-c2cc(C(=O)NCc3ccccc3)on2)nc(NC2CCCC2)n1
→ -2, -1, -7, 0.4, 0, 1, 19, -1, -11
Cn1nc(-c2ccc(C(=O)Nc3cccc(Cl)c3)cc2)c2ccccc2c1=O
→ 8, -10, 8, 0.9, -8, -7, 14, -8, -3

The list continues.
Each structure is followed by: 14-3-3 Bad inh, Mdm2 ligase inh, NCF1 inh, L929 necroptosis, Runt-SMMHC FRET, EBV gp42 block, Hck-Nef inh, Runt-CBFb FRET, TbHK1 inh
Cc1cc(C(C)(C)C)ccc1OCCN(C)C
→ 57[fluorescence artefact?], -14, -5, 0.0, 2, -22, 1, -2, 1
O=[N+]([O-])c1ccc(C[n+]2cccc3ccc4cccnc4c32)cc1
→ -18, -4, 7, 1.0, -8, -6, 21, 3, -5
CCOC(=O)c1ccc(NC(=O)c2nc[nH]c2C(=O)NC)cc1
→ -5, -6, 3, -0.1, 4, -1, 24, -1, -8
COC(=O)c1cn(C(=O)c2ccc(C)c(C)c2)c2ccccc12
→ -3, -1, -1, ., -2, -2, 3, 0, -5
COc1cc(/C=C/C(=O)O)cc(S(=O)(=O)NCCCO)c1OC
→ -1, -12, -5, 0.6, 1, 0, 2, -1, -3
COC(=O)c1sc(NC(=O)c2cccc([N+](=O)[O-])c2)c(C(N)=O)c1C
→ -3[fluorescence artefact?], 0, 1, 0.4, -3, 1, 8, 0, -9
